Screening data: PubChem BioAssay, several laboratories
TbMetRS inhib = blocks T. brucei methionyl-tRNA synthetase activity. inhibition, % at 11.9 µM. AID 624268. 0.4% of 360,000 active. purified T. brucei MetRS, ATP depletion, Kinase-Glo luminescence;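 active = inhibition above a per-plate cutoff of the control wells' mean inhibition plus 3 SD, cut at about 5.5% in these data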;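 also: 0% = DMSO wells median and 100% = median of wells with control inhibitor compound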
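Material – parasite MetRS enzyme · Medium – HEPES-MgCl2-KCl buffer plus DTT, spermine, BSA, pyrophosphatase · Reagent – ATP, methionine and E. coli bulk tRNA substrates · Times – 15 min enzyme-compound preincubation, 2 h reaction, 10 min detection, 25 °C · Measured by – luminescence of leftover ATP · Evaluation – percent inhibition relative to median high and low control wells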
STEP block = blocks human striatal-enriched tyrosine phosphatase. recombinant STEP, OMFP fluorogenic substrate, fluorescence. inhibition, % at 20 µM. 0.25% of 360,000 active. AID 588621;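 active = inhibition at 20 µM, scaled per plate between control wells, above about 37%, limit read from the data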;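 also: 0% = DMSO with enzyme and substrate and 100% = substrate only without enzyme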
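System: isolated STEP enzyme; schedule: 20 min enzyme reaction at room temperature, protected from light; medium: Bis-Tris buffer pH 6.0, 2.5 mM DTT, 0.005% Tween 20; signal: fluorescence, 480/540 nm; dosing: single compound dose of 20 µM, 1% DMSO final; also added: OMFP substrate, 25 µM final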
CSN deneddyl inh = CSN deneddylation inhibition; Q92905; 0.38% of 360,000 active; Purified CSN, SCF-Nedd8-OG deneddylation, fluorescence polarization; inhibition, % at 12.5 µM;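 active = pattern-corrected inhibition above about 35%, with an unprinted fluorescence ratio check between 0.5 and 1.5, limit read from the data, passing the limit was not always enough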;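 also: 0% = enzyme with substrate and 100% = substrate without enzyme; some results filed as inactive read as strong as hits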
Target sequence (Q92905 whole entry, looked up, one chain of several): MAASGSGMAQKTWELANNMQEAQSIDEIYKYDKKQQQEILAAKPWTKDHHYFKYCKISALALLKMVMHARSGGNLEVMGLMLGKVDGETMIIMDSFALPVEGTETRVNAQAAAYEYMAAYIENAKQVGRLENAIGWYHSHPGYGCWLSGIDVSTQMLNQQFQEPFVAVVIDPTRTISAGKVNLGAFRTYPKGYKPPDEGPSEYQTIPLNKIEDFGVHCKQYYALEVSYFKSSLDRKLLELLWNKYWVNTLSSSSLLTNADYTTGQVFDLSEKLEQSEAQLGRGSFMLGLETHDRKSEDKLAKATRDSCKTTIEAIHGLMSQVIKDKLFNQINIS
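Detection – fluorescence polarization · System – HEK293T-derived human Csn5 enzyme · Controls – substrate-only high control, full reaction low control · Timing – 90 min, room temperature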
DNMT1 block = inhibitors of human DNMT1 | P26358 | DNMT1 molecular beacon, Hinp1I cleavage, fluorescence | inhibition (reported as % activation of signal), % at 10 µM | 0.83% of 360,000 active; in the data active = inhibition above about 50%
MsrA inh = inhibitors of bovine MsrA; purified bovine MsrA, absorbance read-out; 0.75% of 360,000 active; inhibition, % at 15.5 µM; in the data active = inhibition above about 4.5%;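 also: 0% = vehicle wells with enzyme and 100% = reference inhibitor wells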
Rpn11 block = blocks the human proteasome subunit Rpn11 | human 26S proteasome, Ub4-pepOG fluorescence polarization; 20S core pre-blocked with epoxomicin | calls only at 20 µM | 0.59% of 360,000 active;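 active = inhibition at 20 µM, scaled to each plate's controls, above about 33%, limit read from the data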
Target sequence (O00487 whole entry, looked up): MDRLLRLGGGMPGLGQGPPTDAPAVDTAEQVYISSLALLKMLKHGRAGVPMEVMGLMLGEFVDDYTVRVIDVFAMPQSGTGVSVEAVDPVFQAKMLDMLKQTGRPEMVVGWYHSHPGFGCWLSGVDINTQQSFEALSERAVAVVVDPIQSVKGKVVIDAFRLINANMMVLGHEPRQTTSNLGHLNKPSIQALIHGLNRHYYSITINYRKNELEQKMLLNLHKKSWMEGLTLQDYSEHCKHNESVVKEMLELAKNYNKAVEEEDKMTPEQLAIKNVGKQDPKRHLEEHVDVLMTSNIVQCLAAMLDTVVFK
SUMO1-SIM PPI = SUMO1-SIM interaction modulation | inhibition, % at 20 µM | SUMO1 binding to a labelled peptide, TR-FRET, 1 h | 0.33% of 360,000 active; in the data active = inhibition above about 37%
Target sequence (P63165 whole entry, looked up): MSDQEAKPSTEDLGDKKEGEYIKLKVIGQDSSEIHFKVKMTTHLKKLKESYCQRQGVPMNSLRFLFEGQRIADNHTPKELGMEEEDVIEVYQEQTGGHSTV
LMPTP block = LMPTP (human) inhibition; P24666; recombinant LMPTP-A, OMFP fluorogenic substrate, fluorescence intensity; inhibition, % at 20 µM; 0.22% of 360,000 active;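 active = compounds that cut the enzyme signal by at least half of the control window in the single-dose screen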;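 also: plate controls were DMSO wells with enzyme plus substrate for no effect and substrate without enzyme for full effect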
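Test system: LMPTP-A, protein tyrosine phosphatase of low molecular weight; Input: 0.625 nM enzyme; Incubation: 50 min dark incubation at room temperature; Signal: endpoint fluorescence intensity from OMFP dephosphorylation; Read-out basis: % inhibition versus control wells.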
NadD block = NadD (S. aureus) enzyme inhibition; 0.78% of 360,000 active; purified NadD enzyme, colorimetric absorbance read-out; inhibition, % at 20 µM; in the data active = inhibition above about 26%; also: some compounds past the cut are filed as inactive
Scp1 inh = blocks human Scp-1 phosphatase activity; Q9GZU7; Recombinant Scp1, phosphopeptide, malachite green phosphate absorbance; inhibition, % at 20 µM; 0.88% of 340,000 active; AID 493091;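 active = inhibition above about 50% at 20 µM, limit read from the data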;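 also: plate controls were DMSO wells with enzyme for no effect and wells lacking enzyme for full effect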
Target sequence (Q9GZU7 76-261 limits assumed): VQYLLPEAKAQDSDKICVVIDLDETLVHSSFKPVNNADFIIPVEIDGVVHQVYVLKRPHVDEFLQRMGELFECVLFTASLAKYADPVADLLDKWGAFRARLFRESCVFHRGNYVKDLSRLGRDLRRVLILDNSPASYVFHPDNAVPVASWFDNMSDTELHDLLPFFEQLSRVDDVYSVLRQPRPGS
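Test system: SCP-1 catalytic domain; Buffer or medium: Acidic Tris acetate buffer with magnesium and detergent; Also added: Phosphorylated 17-residue peptide substrate; Compound: single 20 µM dose, 1% DMSO; Schedule: enzyme reaction 45 min at room temperature, colour 5 min, stabilisation 30 min; Signal: Phosphate-binding colour reagent, absorbance read at 630 nm.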
An asterisk follows results filed as active; i = inactive; . = no result given.

cpd | SMILES | TbMetRS inhib | STEP block | CSN deneddyl inh | DNMT1 block | MsrA inh
1 | COc1cc(/C=N/NC(=O)CCc2c(C)n[nH]c2C)ccc1O | -1.4 | -1 | 1 | 3 | 2.5
2 | Cc1c(C(=O)Nc2ccc(F)cc2)oc2ccc(S(=O)(=O)N3CCCC3)cc12 | -0.3 | -1 | 0 | -2 | -1.3
3 | CC(C)(C)NC(=O)N1CCCN(c2ccc(C(F)(F)F)cn2)CC1 | 0.9 | -2 | 2 | 1 | -2.1
4 | COc1ccc([C@H]2CC(=O)C=C(c3cccc(CO)c3)C2)cc1OC | 0.3 | 1 | -8 | 4 | 0.1
5 | Cc1ccc2cc(C(c3nnnn3Cc3ccccc3)N3CCc4ccccc43)c(=O)[nH]c2c1C (centres undefined) | 0.4 | 7 | 0 | -2 | 0.4
6 | Cc1cccnc1NC(=O)c1cccc(NC(=O)CC2SC(N3CCCCC3)=NC2=O)c1 (centres undefined) | -0.5 | -2 | -3 | 3 | 0.5
7 | CCn1c(=N)n(CC(=O)C(C)(C)C)c2ccccc21 | -1.5 | -6 | -1 | 3 | 0.0
8 | CC(c1ccon1)N(C)C(=O)c1ccc2nc(Cc3cccc(Cl)c3)oc2c1 (centres undefined) | -0.5 | 0 | -6 | -2 | 0.2
9 | CN1CCCC(OC(=O)c2ccc(Cl)cc2)C1 (centres undefined) | 0.3 | 1 | 2 | 2 | 1.2
10 | O=C(CSc1nc2ccccc2c(=O)n1CCCN1CCOCC1)Nc1ccccc1OC(F)F | 0.6 | -1 | 1 | 3 | 1.0
11 | CC1(C(=O)Nc2ccccc2Br)CCN1C(=O)CC1CC1 (centres undefined) | -0.2 | -1 | -1 | -4 | -0.2
12 | Cc1ccc(C(=O)Nc2c(C)cc(C)c3cccnc23)cc1 | 0.0 | 3 | -5 | 0 | -0.8
13 | N#CCCn1cc(CNCc2ccccc2)c(-c2cccc([N+](=O)[O-])c2)n1 | -0.3 | -1 | -7 | -3 | 0.1
14 | COC(=O)c1oc2c(c1C)C1(CCC2)SCCS1 | -0.2 | 3 | 2 | 3 | -0.5
15 | CSc1ccc(Cn2c(C)c(C(=O)NCc3ccc(Cl)c(Cl)c3)sc2=O)cc1 | 0.7 | -1 | 5 | -13 | 1.2

cpd | Rpn11 block | SUMO1-SIM PPI | LMPTP block | NadD block | Scp1 inh
1 | i | -6 | -2.6 | -1 | 5
2 | i | 2 | -1.5 | -5 | -7
3 | i | -1 | -2.1 | 0 | -1
4 | i | -32 | -0.7 | 2 | -6
5 | i | -34 | 0.4 | 29 | -21
6 | i | 1 | 0.2 | -6 | -6
7 | i | 1 | -2.4 | -4 | 4
8 | i | -2 | 1.3 | -4 | 3
9 | i | 3 | -0.7 | -1 | 8
10 | i | 5 | 0.9 | -1 | -5
11 | i | 0 | -1.0 | -1 | .
12 | i | -1 | 4.2 | -2 | 5
13 | i | -15 | 0.7 | -1 | -4
14 | i | 0 | 1.1 | 0 | -2
15 | i | 3 | 4.0 | -1 | .

Additional structures.
cpd | SMILES | TbMetRS inhib | STEP block | CSN deneddyl inh | DNMT1 block | MsrA inh
16 | CCNC(=O)C1(C)CCCN1Cc1cccc(C(F)(F)F)c1 (centres undefined) | -0.3 | -1 | 0 | 0 | 0.9
17 | CN1CCCN(C(=O)c2ccc(Cl)cc2)CC1 | -0.8 | 4 | -1 | 0 | 0.3
18 | CC1(C(=O)NCc2cccc(C(F)(F)F)c2)CCN1CCc1ccccc1 (centres undefined) | -0.3 | 2 | -4 | -3 | 1.2
19 | Cc1cc(C)c(C#N)c(OCC2CCCO2)n1 (centres undefined) | 0.3 | -1 | 1 | -1 | 1.0
20 | N#CCCn1cc(/C=N/O)c(-c2ccc(Cl)cc2)n1 | -0.8 | 1 | 2 | 4 | -0.8
21 | COc1ccccc1NC(=O)c1ccc(CS(=O)(=O)c2ccc(C)cc2)cc1 | -0.7 | -2 | -1 | -2 | -0.1
22 | CC(=O)NN1C(=O)/C(=C2/Sc3ccc(Cl)cc3N2C)SC1=S | -0.9 | 2 | 2 | 12 | 1.1
23 | Cc1ccc(NCc2nnc(SCC(N)=O)o2)c(C)c1 | -0.3 | 0 | 1 | 0 | -0.8
24 | CC(=O)c1ccc(N(C(=O)c2csnn2)C(C(=O)NC2CCCC2)c2ccccc2)cc1 (centres undefined) | -0.8 | 2 | 1 | 1 | 0.4
25 | CSCC[C@H](NS(=O)(=O)c1ccc(C)cc1)C(=O)N1CCC(C(=O)N[C@@H](C)C(=O)O)CC1 | -0.5 | -2 | 3 | 7 | 0.1
26 | Cc1ccc(-c2cc(-c3nnc(SCC(=O)N(C)CCC#N)n3N)c3ccccc3n2)cc1 | 0.7 | 0 | 8 | -3 | 2.7
27 | CCN(CC)c1ccc(/C=C(/C#N)c2nc3ccccc3[nH]2)c(OC(C)C)c1 | -1.1 | -46 | -65 | 13 | 1.5
28 | COc1ccc(Cl)cc1N(CC(=O)N1CCCCC1)S(C)(=O)=O | -0.4 | -2 | 4 | 4 | -0.2
29 | COc1cccc(C2/C(=C(/O)c3ccc4c(c3)CC(C)O4)C(=O)C(=O)N2CC2CCCO2)c1 (centres undefined) | -0.3 | 0 | 7 | 0 | .
30 | O=c1c2ccccc2nc2n1CCc1ccc(Br)cc1-2 | -1.4 | -2 | 6 | 0 | -0.6

cpd | Rpn11 block | SUMO1-SIM PPI | LMPTP block | NadD block | Scp1 inh
16 | i | 0 | -1.5 | 0 | .
17 | i | 0 | -0.3 | 3 | -10
18 | i | 3 | -0.5 | 4 | .
19 | i | 2 | -1.1 | 0 | .
20 | i | -1 | -2.5 | -3 | -5
21 | i | 4 | 0.1 | -4 | 40
22 | i | 4 | 2.1 | 17 | 0
23 | i | -3 | -1.4 | 0 | -3
24 | i | 3 | -1.0 | -5 | 6
25 | i | 0 | -0.8 | -1 | 1
26 | i | -16 | 0.2 | 2 | 1
27 | . | -59 | 12 | 20 | -8
28 | i | 0 | -0.7 | 0 | -11
29 | i | -5 | 1.0 | 5 | -2
30 | i | -4 | 0.5 | -3 | .

Exported field by field: four of the compounds above
[25] CSCC[C@H](NS(=O)(=O)c1ccc(C)cc1)C(=O)N1CCC(C(=O)N[C@@H](C)C(=O)O)CC1
- TbMetRS inhib = -0.5
- STEP block = -2
- CSN deneddyl inh = 3
- DNMT1 block = 7
- MsrA inh = 0.1
- Rpn11 block = i
- SUMO1-SIM PPI = 0
- LMPTP block = -0.8
- NadD block = -1
- Scp1 inh = 1
[26] Cc1ccc(-c2cc(-c3nnc(SCC(=O)N(C)CCC#N)n3N)c3ccccc3n2)cc1
- TbMetRS inhib = 0.7
- STEP block = 0
- CSN deneddyl inh = 8
- DNMT1 block = -3
- MsrA inh = 2.7
- Rpn11 block = i
- SUMO1-SIM PPI = -16
- LMPTP block = 0.2
- NadD block = 2
- Scp1 inh = 1
[27] CCN(CC)c1ccc(/C=C(/C#N)c2nc3ccccc3[nH]2)c(OC(C)C)c1
- TbMetRS inhib = -1.1
- STEP block = -46
- CSN deneddyl inh = -65
- DNMT1 block = 13
- MsrA inh = 1.5
- Rpn11 block = .
- SUMO1-SIM PPI = -59
- LMPTP block = 12
- NadD block = 20
- Scp1 inh = -8
[28] COc1ccc(Cl)cc1N(CC(=O)N1CCCCC1)S(C)(=O)=O
- TbMetRS inhib = -0.4
- STEP block = -2
- CSN deneddyl inh = 4
- DNMT1 block = 4
- MsrA inh = -0.2
- Rpn11 block = i
- SUMO1-SIM PPI = 0
- LMPTP block = -0.7
- NadD block = 0
- Scp1 inh = -11

Remaining list, next part.
cpd | SMILES | TbMetRS inhib | STEP block | CSN deneddyl inh | DNMT1 block | MsrA inh
31 | CC(Cc1cccs1)NC(=O)c1cccc(Cl)c1 (centres undefined) | 0.0 | 2 | 5 | 0 | -0.5
32 | O=C(COC(=O)C1(c2cccc(F)c2)CCCC1)NCc1ccc2c(c1)OCO2 | 1.6 | 3 | -2 | -6 | 2.4
33 | O=C(c1nc2ccccc2s1)N1CCN(c2ccccn2)CC1 | 0.1 | 4 | 1 | 1 | 0.8
34 | O=C(Oc1ccc(OC(=O)N2CCCCC2)cc1)c1ccccc1 | -0.2 | -1 | 1 | 37 | -0.6
35 | COc1ccc(N2CCN(C(=O)c3cc(-c4cccs4)nc4ccccc34)CC2)cc1 | 0.2 | 3 | 5 | -12 | 1.0
36 | CC(C)CC(=O)NNC(=S)Nc1ccc(S(N)(=O)=O)cc1 | 0.1 | 3 | -2 | 0 | 2.3
37 | C[n+]1ccc(C(=O)N/N=C/c2ccco2)cc1 | -0.5 | 1 | -17 | 6 | 2.9
38 | COCCNC(=O)C(c1ccc(C)o1)N(Cc1ccc(F)cc1)C(=O)Cn1nnc2ccccc21 (centres undefined) | 1.5 | -2 | 0 | -1 | 0.4
39 | O=C(NC(=S)Nc1ncccn1)c1ccccc1Cl | -0.6 | 0 | 4 | 5 | -0.7
40 | CC(=O)Nc1ccc(NC(=O)CNS(=O)(=O)c2ccc(C)cc2)cc1 | 0.2 | 0 | -1 | 5 | -0.4
41 | CCN(CC)c1ccc(NC(=O)COc2ccccc2C#N)cc1S(=O)(=O)Nc1ccccc1OC | -0.2 | 8 | 7 | 2 | -0.6
42 | COc1ccc([C@H]2[C@H](C(=O)C(C)(C)C)N3N=Cc4ccccc4C3[C@]23N=C(c2ccccc2)OC3=O)cc1OC (some centres undefined) | 0.7 | 1 | 0 | 55* | .
43 | CCc1cc2c(SCC(=O)N(C)C3CCS(=O)(=O)C3)ncnc2s1 (centres undefined) | -0.4 | 2 | 1 | 0 | -1.3
44 | O=C(CC1C(=O)NCCN1Cc1ccc(F)cc1)NC1CCCCCCC1 (centres undefined) | -0.1 | 0 | -2 | -5 | 0.8
45 | COc1ccc(OCCCC(=O)Nc2cccc(SC)c2)cc1 | 0.1 | -2 | -10 | 1 | -0.4
46 | COc1ccccc1/C=C/CN1CCCC(CCC(=O)NCc2ccc(F)c(F)c2)C1 (centres undefined) | 0.7 | 4 | -3 | -5 | -0.2

cpd | Rpn11 block | SUMO1-SIM PPI | LMPTP block | NadD block | Scp1 inh
31 | i | 0 | -1.5 | 1 | -1
32 | i | -1 | 0.0 | -4 | -7
33 | i | 5 | 0.7 | -2 | 0
34 | i | -1 | 0.0 | 3 | -12
35 | i | -2 | 4.7 | 10 | 2
36 | i | 3 | 0.4 | 4 | -5
37 | i | -10 | -2.5 | 7 | 60*
38 | i | 0 | -0.9 | 4 | -4
39 | i | 2 | -2.0 | -6 | -8
40 | i | 0 | -1.7 | -2 | 4
41 | i | -1 | 3.4 | 7 | -3
42 | i | -5 | 1.0 | 22 | -5
43 | i | 4 | 0.1 | -4 | -3
44 | i | -7 | -0.2 | 3 | -9
45 | i | 2 | -0.2 | -6 | -7
46 | i | -1 | 1.5 | -3 | -4
